Avidin bead fluor: compound fluoresces at 488/530 nm on avidin beads; compound fluorescence 488/530 nm, flow cytometry; active compounds read high; fluorescence (KMESF) at 10 µM; 220,000 compounds, 0.38% hits; AID 1775; in the data active means fluorescence above about 47; further: inactives centre near 10
Mcl1 Noxa PPI: Mcl-1/Noxa interaction inhibition; 220,000 compounds, 1.5% hits; Q07820; TR-FRET Mcl-1/Noxa peptide binding, 2 h; inhibition, % at 21.7 µM;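 active means compounds that cut the protein-peptide binding signal by more than 50% relative to plate controls in a single-dose test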;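 further: His-tagged Mcl-1 with rhodamine Noxa BH3 peptide and terbium anti-His antibody; 0% = Mcl-1 plus Noxa peptide wells and 100% = peptide-only wells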
Target sequence (Q07820 whole entry, looked up): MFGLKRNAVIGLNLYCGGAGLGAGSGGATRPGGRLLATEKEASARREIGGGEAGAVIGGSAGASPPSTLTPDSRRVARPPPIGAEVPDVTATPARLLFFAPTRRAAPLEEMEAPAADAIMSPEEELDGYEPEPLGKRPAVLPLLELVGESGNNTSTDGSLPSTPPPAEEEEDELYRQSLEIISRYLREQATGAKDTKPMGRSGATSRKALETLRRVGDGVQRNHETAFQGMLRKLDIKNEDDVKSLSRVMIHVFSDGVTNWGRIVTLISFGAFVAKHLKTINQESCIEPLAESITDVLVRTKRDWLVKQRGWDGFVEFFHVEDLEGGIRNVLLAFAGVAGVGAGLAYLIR
Pf gamet viab: P. falciparum stage V gametocyte viability inhibition. inhibition, % at 10.9 µM. P. falciparum stage V gametocytes, ATP luminescence, 24 h. 150,000 compounds, 0.065% hits;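 active means inhibition above the mean plus 3 SD of compounds within the control limits, set per campaign, cut at about 38% in these data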;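 further: 0% = DMSO wells and 100% = medium only without gametocytes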
* hit, by the source's call. An excerpt; count on the stated rates, not on these rows.

no.	SMILES	Avidin bead fluor	Mcl1 Noxa PPI	Pf gamet viab
1	O=C(O)c1ccccc1N/N=C/c1cc(Br)cc(Br)c1O	3	83*	7
2	CC(C)(C)C(=O)Nc1nnc(-c2ccccc2)c(-c2ccccc2)n1	7	-7	16
3	CSCC[C@H](NC(=O)OC(C)(C)C)C(=O)N/N=C/c1cccc2nccnc12	8	1	-18
4	O=C(CP(=O)(c1ccccc1)c1ccccc1)Nc1nc2ccccc2s1	5	-1	6
5	Cc1cccn2c(=O)c(/C=C(\C#N)S(=O)(=O)c3ccccc3)c(N3CCCCC3)nc12	8	-4	-7
6	CCN1C(=O)C(CC(=O)Nc2ccc(OC)cc2)N(Cc2ccc(OC)c(OC)c2)C1=S (centres undefined)	4	24	-4
7	Cc1ccc(N(Cc2cc3ccc(C)cc3[nH]c2=O)C(=O)c2ccco2)c(C)c1	3	4	-15
8	CC(=O)NC(NC(=S)Nc1cccc(Br)c1)C(Cl)(Cl)Cl (centres undefined)	25	8	-12
9	CCCCCCCCOC(=O)c1c(CSC(=N)N)n(C)c2cc(Br)c(OC(C)=O)cc12	4	-12	23
10	N#CCC(=O)N/N=C/c1cn(Cc2cccc3ccccc23)c2ccccc12	6	14	23
11	Oc1ccc(Br)cc1/C=N/N1CCN(Cc2cccc3ccccc23)CC1	9	-15	4
12	CC(C)(C)c1ccc(NC(=S)NCc2cccnc2)cc1	23	-17	-6
13	O=C(NNC1CC(=O)N(c2ccc(F)cc2)C1=O)c1cccnc1 (centres undefined)	8	-7	-8
14	CCOC(=O)CC(=O)CSc1nc(CC)c(C)cc1C#N	9	18	3
15	C/C=C(\C)C(=O)N1CC2(CC(c3cccc(NC(=O)CCCCC)c3)=NO2)C[C@@H]1C(N)=O (some centres undefined)	9	-16	-1
16	NC(=O)[C@@H]1CC2(CC(c3cccc(NC(=O)CC(c4ccccc4)c4ccccc4)c3)=NO2)CN1C(=O)c1ccc(Cl)cc1 (some centres undefined)	9	-8	13
17	Cc1ccc(F)c([C@H]2[C@@H]3C=CCC[C@@]3(C)C(=O)N2Cc2ccccc2)c1	9	-13	-6
18	CCc1nc2cc(Cl)c(Cl)cc2nc1CC	6	4	-12
19	N=c1n(CCCOc2ccccc2Cl)c2ccccc2n1CC(N)=O	8	1	14
20	COc1ccc(-c2cc(C#N)nc(NN)n2)cc1	14	11	-15
21	COC(=O)/C=C1\NCCNC1=O	8	-15	7
22	CCC(C)[C@H](NC(=O)N1CCCCCC1)C(=O)O (some centres undefined)	9	-7	-24
23	CCCOc1ccc(CN2CCOCC2)cc1OC	14	40	-13
24	Cc1cc(Cl)ccc1-n1c(-c2cccnc2)n[nH]c1=S	9	59*	9
25	O=C(CSc1nnc(SCc2ccccc2)s1)N/N=C/c1ccc(C(=O)O)cc1	4	3	-4
26	O=C(COc1ncnc2cc(Cl)ccc12)c1ccccc1	6	-14	6
27	Cc1ccccc1Nc1nc(N)nc(-c2oc3ccccc3c2C)n1	3	-5	-12
28	CC(C(=O)O)n1nnc2ccccc21 (centres undefined)	7	-5	-13
29	COc1cc(/C=C2\SC(=S)N(NS(=O)(=O)c3ccccc3)C2=O)cc(OC)c1OC	6	-1	4
30	C/C(=N\Nc1ccc(Cl)c(C(=O)O)c1)c1ccc[nH]1	7	25	-6
31	O=C(O)c1ccccc1/C=N/NC(=O)C1CCCCC1	9	-1	-18
32	O=C(COC(=O)c1ccc[nH]c1=O)Nc1ccc2c(c1)OC(F)(F)O2	6	12	0
33	COc1ccccc1N(CC(=O)N/N=C/c1ccc(C(=O)O)cc1)S(=O)(=O)c1ccc(C)cc1	8	14	17
34	CN(C)CCCNC(NC(=O)/C=C/c1ccccc1)C(Cl)(Cl)Cl (centres undefined)	6	16	5
35	O=C(CN1CCCC1)Nc1cc(C(F)(F)F)cc(C(F)(F)F)c1	8	-15	12
36	O=C(CN1C(=O)S/C(=C\C=C\c2ccccc2)C1=O)Nc1ccc(C(=O)O)cc1	8	29	-9
37	CCC(=O)NCc1csc(-c2cccs2)n1	5	-5	17
38	Oc1[nH]c(=S)sc1C=C1N=c2ccccc2=N1	3	17	-12
39	NS(=O)(=O)c1ccc(NC(=O)COC(=O)CCc2ccc(S(=O)(=O)N3CCOCC3)cc2)cc1	4	-3	9
40	O=S(=O)(Nc1ccccc1N1CCCCC1)c1ccc(F)cc1	6	9	10
41	NC(=S)N/N=C/c1c(O)ccc2ccccc12	7	-22	17
42	C/C(=N/NS(=O)(=O)c1ccc(C)cc1)c1c(O)c2ccccc2oc1=O	8	27	-41
43	O=C(NCCCn1ccnc1)c1ccc(S(=O)(=O)Nc2ccccc2)cc1	3	13	-4
44	CC(C)(C)OC(=O)N1CCC(CNC(=O)c2ccccc2)CC1	7	0	-2
45	COc1ccccc1OCCC(=O)Nc1nc(C)cs1	8	-7	-11
46	CC(NC(=O)Cc1ccc([N+](=O)[O-])cc1)c1ccc2c(c1)OCO2 (centres undefined)	13	5	-27
47	NS(=O)(=O)c1ccc(N2C(=O)C(=O)/C(=C(/O)c3ccccc3)C2c2ccc(Cl)cc2)cc1 (centres undefined)	4	32	5
48	COC(=O)c1scc(C)c1NS(=O)(=O)c1ccc(NC(C)=O)cc1	9	-6	-9
49	CSc1nc(C)c(C(=O)C[n+]2ccccc2C)cc1C#N	7	1	-8
50	Cc1cccc(-c2nc(N)nc(N)n2)c1	6	-13	-21
51	O=C(Cn1c2c(c(=O)n3ncnc13)CCC2)N/N=C/c1ccc(Cl)cc1	6	-4	-7
52	Cc1cc(C)n(CCC(=O)N=Nc2c(O)[nH]c3ccc(Br)cc23)n1	6	-2	-2
53	COc1ccc(/C=C(\C#N)C(=O)Nc2ccc3[nH]c(=O)[nH]c3c2)cc1	8	46	3
54	CC(C)S(=O)(=O)c1csc(NC(=O)Nc2cccc([N+](=O)[O-])c2)c1Cl	6	15	6
55	Cn1nc(C(F)(F)F)c2cc(C(=O)Nc3ccc(F)cc3)sc21	2	-44	-6
56	O=[N+]([O-])c1ccc2nc(SCc3cn4cccnc4n3)[nH]c2c1	5	3	9
57	COC(=O)CNC(c1ccccc1)c1cc(Br)ccc1N (centres undefined)	25	22	-4
58	Cc1ccc(NC(=O)Cc2ccc3c(c2)OCCO3)cc1S(=O)(=O)N1CCCCC1	7	4	-19
59	CSc1sc(C(=O)OC(C)C)c2c1C(=O)CC(C)(C)C2	6	-9	12
60	Oc1ccccc1/C=N/Nc1nc2ccccc2o1	11	-17	-64

Next part, starting with the last 2 of the part before.
no.	SMILES	Avidin bead fluor	Mcl1 Noxa PPI	Pf gamet viab
59	CSc1sc(C(=O)OC(C)C)c2c1C(=O)CC(C)(C)C2	6	-9	12
60	Oc1ccccc1/C=N/Nc1nc2ccccc2o1	11	-17	-64
61	CCN(CC)CCCNc1nc(N)c([N+](=O)[O-])c(NCCO)n1	4	9	12
62	Cc1cc(C(=O)Nc2ccc(N3CCOCC3)c(Cl)c2)c(C)o1	3	-11	-3
63	CCN(C(=O)COC(=O)c1nn(-c2ccccc2)c(=O)c2ccccc12)C1CCS(=O)(=O)C1 (centres undefined)	8	-20	15
64	O=C(N/N=C/c1cc([N+](=O)[O-])cc(Br)c1O)C12CC3CCC(CC(C3)C1)C2	7	-59	-1
65	CC(=O)c1ccc(S(=O)(=O)N2Cc3ccccc3CC2C(=O)O)cc1 (centres undefined)	3	14	-29
66	Cc1cc(=O)oc(C)c1C(=O)Nc1cccnc1Cl	3	-5	4
67	CNc1nnc(Sc2ncccc2[N+](=O)[O-])s1	5	-1	-5
68	CCCCSc1nnc2c(n1)OC=Nc1ccccc1-2	8	12	-4
69	COCCNc1c2c(nc3c(-c4ccccc4)c(C)nn13)CCC2	8	11	12
70	CSc1cccc(NC(=O)C(=O)NCc2ccccc2)c1	7	3	14
71	O=C(Nc1ccc([N+](=O)[O-])cc1)C(=O)Nc1cccc(C(=O)O)c1	3	21	-8
72	COc1ccc(C(=O)NCc2csc(-c3cccs3)n2)cc1	4	-1	20
73	CCN1CCN(c2nc(Nc3ccc(NC(C)=O)cc3)nc(Nc3ccc(NC(C)=O)cc3)n2)CC1	7	35	-1
74	CCOC(=O)C(=CNc1ccc(C(F)(F)F)cc1)C(=O)OCC	7	2	2
75	COc1ccc(/C=N/NC(=O)Cc2cccs2)cc1	3	10	15
76	O=[N+]([O-])c1ccc(Sc2cc[n+]([O-])c3ccccc23)c([N+](=O)[O-])c1	7	14	9
77	COc1cc(C2Oc3ccccc3C=C2[N+](=O)[O-])cc(OC)c1OC (centres undefined)	8	25	-11
78	COc1ccc(C2=NOC3(CC(=O)N(c4ccc(F)cc4)C3=O)C2)cc1 (centres undefined)	5	-2	-27
79	COCCn1c(C)cc(/C=C2/SC(=O)N(C(C)C(=O)OC)C2=O)c1C (centres undefined)	129*	4	-19
80	CN(C)c1ccc(-c2nc3ccccc3c(=O)[nH]2)cc1	5	-9	11
81	COc1ccc(-c2csc(NC(=S)NC(=O)c3cccs3)n2)cc1Br	3	15	-27
82	CCc1ccc2[nH]c(C(=O)Nc3ccc4c(c3)OCO4)cc2c1	7	-6	4
83	CCCCCCCNc1cccc(C)c1	8	0	7
84	CC(C)Cc1nnc(NC(=O)CCC(=O)Nc2ccc3cn[nH]c3c2)s1	4	32	11
85	CC1(OC(=O)CCc2ccccc2)C(=O)C=C2C=C(c3ccc(C#N)cc3)N(CCc3ccccn3)C=C2C1=O (centres undefined)	12	17	-20
86	Cc1onc(-c2ccccc2)c1C(=O)N/N=C/c1ccco1	6	28	-2
87	CCn1c(=O)cc(N2CCN(C(=O)c3ccco3)CC2)[nH]c1=O	5	-4	12
88	COc1ccc(C(=O)NN)cc1	5	-8	-15
89	COc1ccc(-c2cc(-c3ccccc3)nc(=O)[nH]2)cc1	8	31	5
90	N=c1n(CCN2CCCCC2)c2ccccc2n1CC(O)c1ccco1 (centres undefined)	5	13	12

From entry 44 as far as 58, as listed above:
no.	SMILES	Avidin bead fluor	Mcl1 Noxa PPI	Pf gamet viab
44	CC(C)(C)OC(=O)N1CCC(CNC(=O)c2ccccc2)CC1	7	0	-2
45	COc1ccccc1OCCC(=O)Nc1nc(C)cs1	8	-7	-11
46	CC(NC(=O)Cc1ccc([N+](=O)[O-])cc1)c1ccc2c(c1)OCO2 (centres undefined)	13	5	-27
47	NS(=O)(=O)c1ccc(N2C(=O)C(=O)/C(=C(/O)c3ccccc3)C2c2ccc(Cl)cc2)cc1 (centres undefined)	4	32	5
48	COC(=O)c1scc(C)c1NS(=O)(=O)c1ccc(NC(C)=O)cc1	9	-6	-9
49	CSc1nc(C)c(C(=O)C[n+]2ccccc2C)cc1C#N	7	1	-8
50	Cc1cccc(-c2nc(N)nc(N)n2)c1	6	-13	-21
51	O=C(Cn1c2c(c(=O)n3ncnc13)CCC2)N/N=C/c1ccc(Cl)cc1	6	-4	-7
52	Cc1cc(C)n(CCC(=O)N=Nc2c(O)[nH]c3ccc(Br)cc23)n1	6	-2	-2
53	COc1ccc(/C=C(\C#N)C(=O)Nc2ccc3[nH]c(=O)[nH]c3c2)cc1	8	46	3
54	CC(C)S(=O)(=O)c1csc(NC(=O)Nc2cccc([N+](=O)[O-])c2)c1Cl	6	15	6
55	Cn1nc(C(F)(F)F)c2cc(C(=O)Nc3ccc(F)cc3)sc21	2	-44	-6
56	O=[N+]([O-])c1ccc2nc(SCc3cn4cccnc4n3)[nH]c2c1	5	3	9
57	COC(=O)CNC(c1ccccc1)c1cc(Br)ccc1N (centres undefined)	25	22	-4
58	Cc1ccc(NC(=O)Cc2ccc3c(c2)OCCO3)cc1S(=O)(=O)N1CCCCC1	7	4	-19

Later entries
no.	SMILES	Avidin bead fluor	Mcl1 Noxa PPI	Pf gamet viab
91	Cc1nc2ccccc2nc1N/N=C/c1ccc(O)cc1	7	2	-20
92	CC(C)COP(=O)(OCC(C)C)C(Nc1ccccc1)c1ccccc1 (centres undefined)	9	-13	-14
93	CC1(c2ccccc2)CC(C)(C)n2c(O)c(C3=NC(=S)NC3=O)c3cccc1c32 (centres undefined)	10	60*	-6
94	COc1cc2c(cc1OC)C(C)N(S(=O)(=O)c1cn(C)c(C)n1)CC2 (centres undefined)	4	-7	-9
95	O=c1c2ccccc2nc(/C=C/c2cccnc2)n1CCc1ccccc1	5	22	3
96	CC(=O)NCCCc1nc2ccccc2n1Cc1ccccc1F	8	0	-8
97	O=C(O)c1ccccc1OCc1ccccc1Cl	8	-8	-12
98	O=[N+]([O-])c1ccc2[nH]c(O)c(N=NC3CCS(=O)(=O)C3)c2c1 (centres undefined)	9	6	15
99	CC(=O)Nc1scc(C)c1-c1nc2ccccc2s1	4	-3	-1
100	COc1cc(NC(=O)C/C(C)=N/NC(=O)C(=O)NCCO)c(OC)cc1Cl	9	3	22
101	Cc1ccc(Nc2c(-c3ccc(N4CCOCC4)cc3)nc3cnccn23)cc1	7	8	-10
102	O=C1C2CC=CCC2C(=O)N1Cc1nnc(-c2ccccc2Br)o1 (centres undefined)	10	15	-35
103	CC(=O)NC1=NN(C(C)=O)C(c2ccco2)S1 (centres undefined)	8	25	-2
104	O=C(c1cc([N+](=O)[O-])[nH]n1)N1CCSCC1	3	7	8
105	CC(C)=CCN1CCN(C/C(Cl)=C/c2ccccc2)CC1CCO (centres undefined)	5	-1	0
106	NC(=O)CSc1nnc(-c2cccs2)n1Cc1ccco1	4	5	-29
107	N/C(=N\OC(=O)c1cc([N+](=O)[O-])ccc1Cl)c1cccnc1	7	27	-5
108	CCC(=O)Nc1cccc(C2=NOC3(C2)C[C@@H](C(N)=O)N(C(=O)c2cc([N+](=O)[O-])cc([N+](=O)[O-])c2)C3)c1 (some centres undefined)	13	18	-16
109	CCn1c(=O)c2cc(C(=O)Nc3ccccc3OC)sc2c2ccccc21	5	-19	-2
